STAT3 inh: inhibitors of IL-6 induced STAT3 signaling. U3A cells, IL-6 STAT3-luciferase reporter, luminescence; host cell line lacks STAT1. inhibition, % at 5.5 µM. 0.89% of 190,000 active;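 active = inhibition above the mean inhibition across all screened compounds plus 3 SD, cut at about 44% in these data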;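 note: 0% = DMSO only wells and 100% = 100 µM nifuroxazide control wells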
NF-kB expr up: compounds increasing NF-kB expression in human neuronal cells; NF-kB reporter expression; active compounds read high; fold change at 12.5 µM; 1.6% of 190,000 active; AID 1239; in the data active = fold change above about 3.3
STAT1 blocker: STAT1 signaling inhibition. NIH 3T3 STAT1-luciferase reporter, IFN-gamma, luminescence. inhibition, % at 5.5 µM. 0.35% of 200,000 active. AID 920;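 active = inhibition above a set limit, the mean inhibition across all tested compounds plus 3 SD, cut at about 34% in these data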;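 note: 0% = IFN-gamma with DMSO and 100% = IFN-gamma with 300 µM nifuroxazide; values of inactives mirror those of a sister screen read the other way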
STAT3 act: STAT3 signaling activation; 0.91% of 190,000 active; activation (% of control), % at 5.6 µM; U3A cells, IL-6 STAT3-luciferase reporter, luminescence; 100% = signal with IL-6 EC80 alone;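 active = activation above the screen-wide mean of compound activation plus 3 SD, cut at about 130% in these data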;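 note: 0% = background luminescence of wells with medium and substrate only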
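Material: STAT3-luciferase reporter U3A cells. Controls: IL-6-treated wells, 100% activation. Read-out: % activation versus median of IL-6-stimulated wells. Probe or stimulus: IL-6 stimulus at 33 ng/mL final. Timing: compound 1 h, then IL-6 6 h at 37 °C. Signal: reporter luminescence signal.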
STAT1 act: STAT1 signaling activation; NIH 3T3 STAT1-luciferase reporter, IFN-gamma, luminescence; 100% = IFN-gamma alone, no compound; activation (% of control), % at 5.5 µM; 2.6% of 200,000 active; AID 932;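 active = activation above the screen-wide mean activation plus 3 SD, cut at about 130% in these data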;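 note: raw ratio to IFN-gamma control signal so 100% means no change and 0% no light; values of inactives mirror those of a sister screen read the other way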
DTT redox prof: compounds producing H2O2 with reducing agent – biochemical, NIH compound library profiling, artefact control for MLSCN library redox annotation, primary screen | 0.03% of 200,000 active | DTT-dependent redox cycling H2O2, phenol red/HRP absorbance; 100% = 100 µM peroxide control, 0% = buffer | activation, % at 10 µM;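 active = activation of at least 50% relative to the plate's high and low controls in the primary single-dose screen; inactive = activation below 50%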;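 note: compound incubated with DTT at 0.8 mM final as the reducing agent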
TLR4 MyD88 comp: TLR4-MyD88 interaction inhibition in cells. HeLa CL3-4 TLR4/MyD88 BLA complementation, FRET ratio. inhibition, % at 8.4 µM. 0.18% of 200,000 active. AID 861; in the data active = inhibition above about 25%;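 note: 0% = vehicle and 100% = reference inhibitor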
Target sequence (O00206 whole entry, looked up): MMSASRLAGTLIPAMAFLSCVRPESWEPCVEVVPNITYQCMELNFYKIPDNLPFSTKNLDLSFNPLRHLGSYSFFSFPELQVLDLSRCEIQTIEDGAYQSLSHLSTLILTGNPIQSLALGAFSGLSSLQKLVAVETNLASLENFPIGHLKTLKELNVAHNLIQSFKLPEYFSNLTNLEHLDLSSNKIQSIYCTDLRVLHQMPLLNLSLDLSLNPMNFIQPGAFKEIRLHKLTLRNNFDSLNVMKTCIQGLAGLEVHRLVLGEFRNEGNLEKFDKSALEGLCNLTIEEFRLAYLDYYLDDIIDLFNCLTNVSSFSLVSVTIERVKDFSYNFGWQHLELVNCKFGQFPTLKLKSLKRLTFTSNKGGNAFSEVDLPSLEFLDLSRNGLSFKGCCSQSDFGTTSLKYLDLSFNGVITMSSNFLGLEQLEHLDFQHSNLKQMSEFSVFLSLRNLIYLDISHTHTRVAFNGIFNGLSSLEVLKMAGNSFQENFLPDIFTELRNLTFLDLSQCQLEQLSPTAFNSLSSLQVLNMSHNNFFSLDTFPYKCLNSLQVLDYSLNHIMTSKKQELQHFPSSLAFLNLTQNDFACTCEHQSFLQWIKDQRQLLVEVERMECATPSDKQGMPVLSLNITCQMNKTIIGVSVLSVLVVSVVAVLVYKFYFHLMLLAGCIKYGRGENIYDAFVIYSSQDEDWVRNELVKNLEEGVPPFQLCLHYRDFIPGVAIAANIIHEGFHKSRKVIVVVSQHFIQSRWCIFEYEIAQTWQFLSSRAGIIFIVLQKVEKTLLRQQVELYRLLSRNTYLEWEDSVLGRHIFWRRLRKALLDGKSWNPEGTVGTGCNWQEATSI
Target sequence (Q99836 whole entry, looked up): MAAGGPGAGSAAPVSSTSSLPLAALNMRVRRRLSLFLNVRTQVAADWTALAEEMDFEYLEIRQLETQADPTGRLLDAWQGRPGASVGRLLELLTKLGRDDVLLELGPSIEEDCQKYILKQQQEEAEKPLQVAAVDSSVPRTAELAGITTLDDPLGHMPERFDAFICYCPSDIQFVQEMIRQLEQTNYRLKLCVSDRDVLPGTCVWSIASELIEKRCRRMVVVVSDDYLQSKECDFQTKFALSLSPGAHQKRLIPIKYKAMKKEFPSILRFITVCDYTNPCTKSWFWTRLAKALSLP
Hsp70 act: switches on Hsp70 transcription; HeLa Hsp70 promoter luciferase reporter, luminescence; scaled: vehicle 0, proteasome-inhibitor control 100%; activation, % at 10 µM; 0.04% of 200,000 active; AID 1203;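 active = activation above the mean across all tested compounds plus 3 SD, cutoff set per campaign, cut at about 5.5% in these data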;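 note: 100% = MG132 at 30 µM as the positive control and 0% = DMSO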
HMGR II inh: blocks class II HMG-CoA reductase of Enterococcus faecalis | purified E. faecalis HMGR, NADPH absorbance 340 nm kinetic | inhibition, % at 10 µM | 0.41% of 190,000 active;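 active = inhibition above a set limit, the median over all tested compounds plus 3 SD, cut at about 9.5% in these data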;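 note: enzyme runs in reverse so mevalonate oxidation gives rising NADPH absorbance; 0% = complete reaction with DMSO and 100% = background rate lacking mevalonate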
APP 5'UTR act: activates APP 5'UTR luciferase reporter | activation, % at 2 µM | AID 1276 | 1% of 190,000 active | SH-SY5Y APP 5'UTR luciferase reporter, luminescence; zero percent = DMSO vehicle wells;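 active = activation above a set limit, based on mean plus 3 SD of controls, cut at about 140% in these data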; note: values of inactives mirror those of a sister screen read the other way
An asterisk follows results filed as active; . = no result given.

SMILES	STAT3 inh	NF-kB expr up	STAT1 blocker	STAT3 act	STAT1 act	DTT redox prof	TLR4 MyD88 comp	Hsp70 act	HMGR II inh	APP 5'UTR act
CCCC(=O)Nc1cccc2c1CCCC2	2	1.1	1	101	99	4.3	-7	-0.2	-7	-3
Cc1nn(C)c(C)c1S(=O)(=O)N(CC(=O)NC1CCCCCC1)c1ccc(C(C)C)cc1	-5	1	2	108	98	-1.7	5	-0.3	-9	12
COc1ccccc1-c1nnc(SCC(=O)NC2CCS(=O)(=O)C2)n1CCc1ccccc1 (configuration not stated)	0	1.1	6	100	95	0.0	-4	-0.5	-2	.
Cc1ccc(NC(=O)NCCN2C(=O)C3C4C=CC(C4)C3C2=O)cc1 (configuration not stated)	-6	1.8	-30	113	127	0.1	-10	0.6	-2	.
CC(=O)c1c(N2CCN(C(=O)c3ccco3)CC2)nc(=S)n(-c2ccccc2)c1C	0	1.4	0	103	97	0.2	11	-0.4	1	1
COC(=O)CCC(=O)Nc1ccc(NC(C)=O)cc1	2	0.99	-2	103	102	2.6	1	-0.1	0	-6
CC(=O)c1ccc(NC(=O)Nc2ccncc2)cc1	19	0.8	0	90	100	-0.5	-12	-0.1	-5	19
O=C(NNC(=O)C1CCCN(S(=O)(=O)c2cccc(F)c2)C1)C1CC1 (configuration not stated)	8	1	-1	94	102	0.1	-12	-0.4	-5	7
O=c1cc2c(nn1Cc1ccccc1Cl)-c1ccccc1CC2	-2	0.96	3	108	97	0.2	-5	-0.4	-1	.
C=CCOC(=O)C1=C(C)N=C2SCCC(=O)N2C1c1cccs1 (configuration not stated)	5	1	7	96	94	-0.1	-2	0.1	-4	0
CCC(Cc1ccccc1)n1c(=S)[nH]c2ccccc2c1=O (configuration not stated)	2	1.1	3	100	96	-0.6	-1	-0.2	-5	-22
Nc1c(-c2ccccc2)c(CN2CCOCC2)nn1-c1ccccc1	-5	1.1	8	103	92	0.2	-7	-0.2	-1	8
O=C(Nc1cccc(C(F)(F)F)c1)/C(=C\c1ccco1)NC(=O)c1cccs1	-10	0.93	-2	107	102	-0.6	-18	-0.2	0	-6
CCOC(=O)Cn1c(=O)oc2cc(S(=O)(=O)NCCc3ccc(OCC)c(OCC)c3)ccc21	0	1.5	2	102	98	0.4	1	-0.4	2	-4
Cc1ccc(N(Cc2ccc(C(=O)NN=C3CCN(C)CC3)cc2)S(C)(=O)=O)cc1C	2	1	1	97	99	0.3	8	-0.2	-1	-2
COc1ccc(C2C(C(=O)N3CCC(C)CC3)c3ccccc3C(=O)N2C)cc1 (configuration not stated)	-4	1.1	-4	105	104	4.4	-12	0.3	-4	43
Cc1sc(-c2ccccn2)nc1OC(=O)c1ccc(F)cc1F	14	1.2	74*	93	30	-1.8	11	-0.2	-6	-21
COc1ccc(C(=O)CN(C(=O)c2ccc(Cl)cc2)N2C(=O)c3ccccc3C2=O)cc1	6	1.1	1	99	99	-8.6	4	0.2	-6	4
Cc1cc(NC(=O)COC(=O)CSc2nc3cc(Cl)ccc3n2Cc2ccccc2)no1	2	1	3	101	97	0.1	-5	0.2	-12	14
N#CCCN1CCN(S(=O)(=O)c2ccc(S(=O)(=O)N3CCCCCC3)cc2)CC1	-2	1.2	-1	101	98	-0.2	-9	-0.3	-1	18
Cc1cc(C)c(S(=O)(=O)NCCc2ccccc2)c(C)c1	6	1	10	97	88	-0.9	13	-0.4	-2	5
COC(=O)NC(NC(=S)Nc1ccc([N+](=O)[O-])cc1)C(Cl)(Cl)Cl (configuration not stated)	3	0.8	9	98	92	0.8	-1	0.2	-5	-10
CCOc1ccccc1NC(=S)NCC1CCCO1 (configuration not stated)	14	1.3	4	88	96	-0.3	-2	-0.3	-5	2
Cc1csc(NC(=O)CCSCCc2ccccn2)n1	2	1	-6	102	106	-1.0	12	0.3	4	6
CCOc1cc(N2CCOCC2)c(OCC)cc1NC(=O)c1ccc(OCc2c(C)noc2C)c(OC)c1	0	0.63	-3	103	102	-0.3	7	-0.3	-2	3

5 structures already listed, sorted by heavy-atom count, smallest number first.
SMILES	STAT3 inh	NF-kB expr up	STAT1 blocker	STAT3 act	STAT1 act	DTT redox prof	TLR4 MyD88 comp	Hsp70 act	HMGR II inh	APP 5'UTR act
CCOc1ccccc1NC(=S)NCC1CCCO1 (configuration not stated)	14	1.3	4	88	96	-0.3	-2	-0.3	-5	2
COC(=O)NC(NC(=S)Nc1ccc([N+](=O)[O-])cc1)C(Cl)(Cl)Cl (configuration not stated)	3	0.8	9	98	92	0.8	-1	0.2	-5	-10
Cc1ccc(N(Cc2ccc(C(=O)NN=C3CCN(C)CC3)cc2)S(C)(=O)=O)cc1C	2	1	1	97	99	0.3	8	-0.2	-1	-2
COc1ccccc1-c1nnc(SCC(=O)NC2CCS(=O)(=O)C2)n1CCc1ccccc1 (configuration not stated)	0	1.1	6	100	95	0.0	-4	-0.5	-2	.
CCOC(=O)Cn1c(=O)oc2cc(S(=O)(=O)NCCc3ccc(OCC)c(OCC)c3)ccc21	0	1.5	2	102	98	0.4	1	-0.4	2	-4

(continued)
SMILES	STAT3 inh	NF-kB expr up	STAT1 blocker	STAT3 act	STAT1 act	DTT redox prof	TLR4 MyD88 comp	Hsp70 act	HMGR II inh	APP 5'UTR act
C(=N\Nc1nc(N2CCCCCC2)nc(N2CCCCCC2)n1)/c1ccccc1	4	1.2	5	98	94	0.3	-4	-0.1	-7	18
Cn1cnnc1SCc1ccc(F)c2ccccc12	16	0.91	8	90	93	0.4	3	-0.2	-2	10
CC(C(=O)NCC1CCCCC1)N(C)CC(=O)Nc1ccc(N2CCOCC2)cc1 (configuration not stated)	3	1.2	0	100	99	0.2	18	-0.1	-4	1
Fc1ccc(-c2csc(N3CCC(c4ccccc4)C3)n2)cc1 (configuration not stated)	-4	3.9*	-53	107	147*	-7.0	3	0.1	-3	43
Cc1ccc2nc3c(c(C(=O)OCC(=O)N(C)C4CCS(=O)(=O)C4)c2c1)CCCC3 (configuration not stated)	9	0.74	6	94	93	-0.1	-18	-0.3	0	-12
O=C(COc1ncnc2sccc12)N1CCN(C(=O)c2ccco2)CC1	12	1.1	9	97	92	0.2	-11	-0.1	-1	5
Cn1cc(C(=O)Nc2ccc(F)c(Cl)c2)cn1	9	1.5	-10	96	109	-0.5	-8	-0.3	-1	17
CCCOC(=O)NC(CC)COC(=O)Nc1cccc(C)c1C (configuration not stated)	11	1.2	-1	99	101	1.9	0	-0.4	-5	-6
Cc1oc2ccc(OCC(N)=O)cc2c1C(=O)OC(C)C	-6	1.4	1	112	99	-0.6	-6	-0.2	-3	-19
Cc1ccc(NC(=O)Cc2nnc(SCC(=O)c3ccc(Br)cc3)n2C)cc1Cl	-5	0.94	-5	104	105	0.2	3	-0.1	-3	11
N#Cc1c(SCc2cccc(Cl)c2)sc(C(=O)c2ccccc2)c1N	3	1.3	-5	99	105	0.6	-9	0.0	-6	8
CC(=O)c1ccc(S(=O)(=O)Nc2cccc(-c3cn4c(n3)SCC4)c2)cc1	11	0.98	11	91	90	0.2	7	-0.1	3	0
CCOc1ccc(N2C(=O)/C(=C/c3ccccc3OCC(=O)OC)N(CC(=O)OC)C2=S)cc1	3	0.87	13	102	86	0.5	9	-0.4	-7	-16
COC(=O)Cc1ccc(NC(=S)N2CCN(c3cc(Cl)ccc3C)CC2)cc1	19	1	12	87	88	-0.3	1	0.0	7	-14
COc1cccc(-c2cc(C(F)(F)F)n3ncc(C(=O)O)c3n2)c1	2	1.1	2	101	98	1.9	0	-0.4	-7	0
O=C(NC1CCCC1)C1CCCN1C(=O)Nc1ccccc1 (configuration not stated)	1	0.98	-4	104	104	2.1	12	-0.2	0	-6
CCOC(=O)C1CCCC(NS(=O)(=O)c2ccc(NC(C)=O)cc2)C1 (configuration not stated)	3	1	0	98	100	0.2	3	0.0	-3	-11
Cc1cc(C)n(-c2cc(N3CCN(C(=O)c4ccccc4C)CC3)ccc2[N+](=O)[O-])n1	15	.	-1	95	102	1.9	-1	0.0	.	0
O=C1c2ccccc2CCC1C(O)c1ccccn1 (configuration not stated)	1	2	-3	102	102	0.1	1	-0.3	0	12
CN(C)c1nc(N(C)C)n(C(=O)c2cccs2)n1	7	1	5	101	94	-0.1	7	-0.1	-4	-6
Cc1nc(N2CCN(C(=O)c3ccco3)CC2)c2c3c(sc2n1)CCCC3	9	1.2	1	95	102	0.5	11	-0.1	-5	12
COc1cccc(N2C(=O)CC(N3CCC(c4nc5ccccc5[nH]4)CC3)C2=O)c1 (configuration not stated)	7	1.2	4	96	97	0.3	-6	-0.1	0	-8
Cn1c(=O)c2c(nc(CN3CCC(C(N)=O)CC3)n2Cc2c(Cl)cccc2Cl)n(C)c1=O	7	1.1	1	97	99	-2.2	1	-0.1	-1	-7
Cc1noc(C)c1CSCC(=O)OCC(=O)Nc1sccc1C#N	-1	1.2	-8	103	107	1.7	-3	-0.1	0	-14
O=C(O)CC1SC(=O)N(Cc2ccccc2)C1=O (configuration not stated)	3	1.1	-3	102	103	1.2	9	-0.2	0	7
New compounds follow
SMILES	STAT3 inh	NF-kB expr up	STAT1 blocker	STAT3 act	STAT1 act	DTT redox prof	TLR4 MyD88 comp	Hsp70 act	HMGR II inh	APP 5'UTR act
Cn1c(CCNC(=O)c2ccccc2F)nnc1SCc1nc2ccccc2c(=O)[nH]1	-4	1.1	-3	107	103	2.4	-29	-0.3	-5	6
Cc1cc2ncn(C3CC(=O)N(C)C3=O)c2cc1C (configuration not stated)	-12	0.97	5	112	96	1.5	-2	-0.3	-1	-8
COC(=O)c1cc(-c2ccc(OC)cc2)on1	5	1.2	0	100	99	-0.7	-3	-0.2	-3	-6
CSCCC(NC(=O)c1occc1C)C(=O)O (configuration not stated)	1	1.2	1	101	103	0.1	1	0.2	2	9
CS(=O)(=O)Nc1ccc(C2=NN(S(C)(=O)=O)C(c3ccc4nccnc4c3)C2)cc1 (configuration not stated)	19	1.2	1	88	99	-1.1	5	0.0	-4	-1
CN1CCN(NC(=O)c2cccc(Br)c2)CC1	2	1.3	13	103	88	-0.3	-16	-0.2	-3	-7
CC1CCCC(C)N1C(=O)COc1ccccc1F (configuration not stated)	15	1.1	5	92	95	-0.3	-6	-0.2	-1	11
Cc1cc(C2=NNC(=NC3CC3)SC2)c(C)n1-c1c(C)n(C)n(-c2ccccc2)c1=O	8	1.2	3	96	97	0.6	3	-0.3	-3	-16
CCOC(=O)N=S(=O)(Oc1ccc([N+](=O)[O-])cc1)c1ccc(Cl)cc1 (configuration not stated)	2	1.4	0	100	106	0.4	7	-0.2	2	8
CCc1cccc(OCCCN2C(=O)NC(C)(C)C2=O)c1	-6	1.1	3	105	95	0.1	2	0.2	1	.
COC(=O)\C(C(C)=O)=C(/C=C/C=C/N(C)C)N(C)C	-1	0.98	7	103	94	-3.9	0	-0.2	0	8
COc1ccc(CCNC(=O)C2CCN(S(=O)(=O)c3cccc4nonc34)CC2)cc1OC	5	0.99	2	98	98	0.0	6	-0.1	1	19
Cn1nc(CSc2ccccc2)c(C=O)c1Cl	12	1.7	-21	96	119	0.0	8	0.2	0	31
CCN(CC)CCNC(=O)Cn1c(C)cc2ccccc2c1=O	8	1	-2	98	102	0.1	-3	-0.3	1	-8
COc1ccc(N=C2C(=Nc3ccc(OC)cc3)N(c3ccc(OC)cc3)C(=S)N2c2ccccc2)cc1	11	1.8	-7	96	106	-0.9	-5	0.6	4	38
COc1ccc(CC2(CO)CCN(Cc3ccncc3)CC2)cc1	12	1.1	3	93	95	-1.7	8	-0.1	8	13
